GSH fluor: GSH bead compound fluorescence profile; GSH beads flow cytometry, compound fluorescence 488/530 nm; active compounds read high; AID 1776; fluorescence (KMESF) at 10 µM; 0.25% of 190,000 active; in the data active means fluorescence above about 89;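 further: glutathione beads carrying GST-tagged Bcl family fusion proteins plus one bare bead set; values are compound well signal with DMSO vehicle wells as background; inactives centre near 16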
RGS7-Gao reg: regulators of human RGS7-Galphao interaction | AID 1439 | Multiplexed bead flow cytometry, RGS7-Galphao binding; actives lie on both sides | P09471 | binding response (% of control), % at 10 µM | 0.35% of 220,000 active; in the data active means binding response below about 49% or above about 150%; inconclusive means no clear call, values can overlap the other calls; inactive means in between;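 further: fluorescent Galphao held in activated GDP-AlF4 state binding bead-coupled RGS7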
Target sequence (P09471 whole entry, looked up): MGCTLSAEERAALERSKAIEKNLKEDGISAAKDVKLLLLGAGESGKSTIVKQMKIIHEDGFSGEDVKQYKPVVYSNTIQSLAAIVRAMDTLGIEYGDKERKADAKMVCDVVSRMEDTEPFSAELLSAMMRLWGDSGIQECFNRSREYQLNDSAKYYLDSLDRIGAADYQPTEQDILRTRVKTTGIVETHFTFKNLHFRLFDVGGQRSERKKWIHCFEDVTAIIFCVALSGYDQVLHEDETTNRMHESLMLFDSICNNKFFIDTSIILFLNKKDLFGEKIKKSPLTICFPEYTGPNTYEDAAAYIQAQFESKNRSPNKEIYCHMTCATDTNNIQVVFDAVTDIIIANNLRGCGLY
Mcl1 Noxa PPI: Mcl-1/Noxa interaction inhibition; Q07820; TR-FRET Mcl-1/Noxa peptide binding, 2 h; inhibition, % at 21.7 µM; 1.5% of 220,000 active;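 active means compounds that cut the protein-peptide binding signal by more than 50% relative to plate controls in a single-dose test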;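 further: His-tagged Mcl-1 with rhodamine Noxa BH3 peptide and terbium anti-His antibody; 0% = Mcl-1 plus Noxa peptide wells and 100% = peptide-only wells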
Target sequence (Q07820 whole entry, looked up): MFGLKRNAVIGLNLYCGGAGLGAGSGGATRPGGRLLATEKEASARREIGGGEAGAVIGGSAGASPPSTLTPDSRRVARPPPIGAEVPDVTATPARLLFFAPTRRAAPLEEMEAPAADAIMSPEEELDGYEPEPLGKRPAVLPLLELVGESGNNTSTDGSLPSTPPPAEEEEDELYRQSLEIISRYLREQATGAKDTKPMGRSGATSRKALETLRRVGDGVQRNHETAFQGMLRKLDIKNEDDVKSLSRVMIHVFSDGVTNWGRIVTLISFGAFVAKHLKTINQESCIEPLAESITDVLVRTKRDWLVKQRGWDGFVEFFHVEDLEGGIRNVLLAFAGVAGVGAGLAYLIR
ABCB1 block: human ABCB1 inhibition, ABCG2 as counter-screen; inhibition, % at 6.6 µM; AID 1326; P08183; 0.067% of 190,000 active; CCRF-Adr cells, JC-1 efflux, flow cytometry; in the data active means inhibition above about 40%;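 further: 0% = vehicle and 100% = reference inhibitor; higher value means more JC-1 retained so stronger ABCB1 efflux block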
Mcl1 Bid PPI: Mcl-1/Bid interaction inhibition; Q07820; TR-FRET Mcl-1/Bid-Dy647 peptide binding, 1536-well; inhibition, % at 21.7 µM; 0.97% of 220,000 active; AID 1021;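 active means compounds that cut the binding signal by more than half at the single screening dose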;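 further: His-tagged Mcl-1 with europium anti-His antibody binding Bid BH3 peptide; 0% = Mcl-1 plus peptide wells and 100% = peptide-only wells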
RGS8-Gao reg: modulates binding of RGS8 to human Galphao; multiplexed bead flow cytometry; actives lie on both sides; P09471; 0.34% of 220,000 active; response (percent of control binding), % at 10 µM; in the data active means response below about 60% or above about 140%; inactive means in between;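 further: Galphao activated as the GDP aluminium fluoride complex binding bead-coupled RGS8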
Pf gamet viab: kills late stage P. falciparum gametocytes; P. falciparum stage V gametocytes, ATP luminescence, 24 h; inhibition, % at 10.9 µM; 0.065% of 150,000 active;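 active means inhibition above the mean plus 3 SD of compounds within the control limits, set per campaign, cut at about 38% in these data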;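 further: 0% = DMSO wells and 100% = medium only without gametocytes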
RGS4-Gao reg: modulates binding of RGS4 to human Galphao; AID 1415; 0.33% of 220,000 active; binding response (% of control), % at 10 µM; Multiplexed bead flow cytometry; actives lie on both sides; P09471; in the data active means binding response below about 49% or above about 150%; inactive means in between;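 further: fluorescent Galphao activated with aluminum fluoride binding bead-coupled RGS4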
Bim-Mcl-1: disrupts Bim peptide binding to human Mcl-1 | Q07820 | Bead-based flow cytometry, Bim peptide-Mcl-1 binding | inhibition, % at 10 µM | 0.1% of 190,000 active | AID 1009; in the data active means inhibition above about 40%;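 further: 0% = no compound tracer wells and 100% = peptide blocker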
ABCG2 inh: human ABCG2 inhibition, ABCB1 as counter-screen; 0.1% of 190,000 active; inhibition, % at 6.6 µM; Q9UNQ0; IgMXP3 cells, JC-1 efflux, flow cytometry;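 active means inhibition above 80%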;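 further: 0% = DMSO and 100% = nicardipine control wells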
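System: two drug-resistant human cell lines, ABCG2 and ABCB1; controls: nicardipine high and DMSO low controls; times: 10 min exposure at 25 °C with rotation, no wash; detection: flow cytometry of retained JC-1 fluorescence; read-out basis: percent efflux inhibition, scaled nicardipine 100% to DMSO 0%; doses: one concentration, 6.6 µM final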
Avidin bead fluor: compound fluoresces at 488/530 nm on avidin beads. compound fluorescence 488/530 nm, flow cytometry; active compounds read high. fluorescence (KMESF) at 10 µM. 0.38% of 220,000 active. AID 1775; in the data active means fluorescence above about 47; further: inactives centre near 10
Numbers without * were called inactive; u = inconclusive; x = no result given.

compound	ABCG2 inh	RGS4-Gao reg	ABCB1 block	Avidin bead fluor	Mcl1 Noxa PPI	Bim-Mcl-1	Mcl1 Bid PPI	GSH fluor	RGS7-Gao reg	Pf gamet viab	RGS8-Gao reg
COc1cccc(C(=O)NCC(=O)N/N=C/c2cccc(OC(=O)c3ccc([N+](=O)[O-])cc3)c2)c1	-5	96	-1.0	20	6	-1	-15	9	95	x	103
CCOC(=O)C(Cc1ccccc1)c1ccnc2ncnn12 (stereo unspecified)	-1	94	0.0	6	-14	0	-32	12	98	-10	101
Clc1ccccc1N/N=C/c1ccc2c(c1)OCO2	5	101	-0.5	5	21	0	-3	25	99	8	100
Cc1ccc(N=Nc2ccc(N)cc2C)c(S(N)(=O)=O)c1	x	89	x	3	52*	x	15	x	u	x	97
O=C(Nc1cc([N+](=O)[O-])ccc1N1CCOCC1)c1ccco1	28	99	4.0	10	4	10	-35	19	u	-11	102
Cc1c(Br)c([N+](=O)[O-])nn1CC(=O)NCCc1c[nH]c2ccccc12	1	104	-0.5	5	5	-28	-20	13	100	12	101
COc1ccc(NCC(=O)Nc2ccc(Br)cc2F)c(OC)c1	x	100	x	3	15	x	-68	x	u	2	102
c1ccc(CSc2ncn[nH]2)nc1	7	99	0.8	11	11	1	-3	14	97	-9	100
CC(=O)/C(=N/Nc1ccc(Br)cc1)N1CCCc2ccccc21	x	104	x	5	4	x	-27	x	u	-4	99
COc1ccccc1CNC(=O)C(=O)NCC(c1ccco1)N1CCOCC1 (stereo unspecified)	1	94	1.3	15	8	-7	-6	28	92	-17	100

The listing continues:
compound	ABCG2 inh	RGS4-Gao reg	ABCB1 block	Avidin bead fluor	Mcl1 Noxa PPI	Bim-Mcl-1	Mcl1 Bid PPI	GSH fluor	RGS7-Gao reg	Pf gamet viab	RGS8-Gao reg
COc1ccc(S(=O)(=O)N2CCC(C(=O)N3CCCCC3)CC2)cc1OC	5	97	0.9	12	5	-2	-21	11	96	-16	102
c1ccc2c(c1)nc(Nc1ccc3c(c1)OCO3)c1nnnn12	11	103	1.7	22	14	5	-6	19	100	7	105
CCCn1c(NC(=O)c2ccccc2Br)nc2ccccc21	20	100	1.9	11	-9	0	-16	27	101	9	103
CC1(c2ccc(Cl)c(Cl)c2)NC(=S)N2C1NC(=S)N2c1ccccc1 (stereo unspecified)	2	105	0.2	8	-63	0	-161	54	101	x	102
COC(=O)c1ccsc1NC(=O)CN1C(=O)CCC1=O	x	106	x	18	12	x	-20	x	u	x	101
Cc1cc2ccc3ccccc3c2cc1CN(C)C	x	91	x	2	12	x	12	x	u	-14	95
O=C(C1CCCN(Cc2cccnc2)C1)N1CCCCC1 (stereo unspecified)	19	101	1.8	33	1	-5	52*	26	100	-8	101
CC(=O)c1sc(NC(=O)CCCOc2ccc(Cl)cc2)nc1C	3	98	0.2	9	-4	-4	-30	21	94	-7	104
Cc1cc(C)c2nc(N3CCC(C(=O)NCCCN4CCCCC4)CC3)sc2c1	-2	99	0.8	14	8	-2	-30	33	98	-4	99
CCCCC(=O)NCc1ccccc1Cl	0	98	0.1	20	-7	1	-21	11	92	15	100

Going on with the list:
compound	ABCG2 inh	RGS4-Gao reg	ABCB1 block	Avidin bead fluor	Mcl1 Noxa PPI	Bim-Mcl-1	Mcl1 Bid PPI	GSH fluor	RGS7-Gao reg	Pf gamet viab	RGS8-Gao reg
O=C(NCCc1ccccc1)c1ncn[nH]1	1	105	0.3	16	2	0	0	56	106	x	102
COc1ccc(S(=O)(=O)Nc2c3ccccc3nc(=O)n2-c2ccccc2)cc1	30	105	-0.1	13	17	-2	0	30	101	12	104
CCCC[C@@H]1CNC(=S)N1CC1CCCCC1	x	102	x	10	-5	x	-69	x	u	-21	100
COc1ccc(N/C(N)=N/c2nc(CSc3ccc(C)cc3)cc(=O)[nH]2)cc1	2	99	0.5	9	7	-4	-12	16	96	-14	98
COc1cccc2c1OC1(C)CC2/C(=C(\C)O)C(=O)N1 (stereo unspecified)	-1	101	0.1	18	-13	0	-17	5	101	x	106
Cc1nnc(SC(C)C(=O)Nc2ccc(Cl)cn2)n1Cc1ccccc1 (stereo unspecified)	2	92	0.6	25	15	-1	-25	10	95	-4	98
CCNC(=O)CSc1nnc(-c2cccs2)o1	2	95	0.6	15	-3	1	-4	11	99	-42	91
CC(=O)c1sc(N/N=C\c2ccccc2O)nc1C	0	100	0.0	13	44	-3	-76	15	99	2	102
C/C(=N\Nc1nc2ccccc2s1)c1ccc(Br)s1	2	90	-0.8	5	-15	0	-2	22	96	-1	98
COCCNC(=S)Nc1ccc(N2CCCCC2)cc1	-3	98	-0.9	6	0	-10	-45	12	u	-1	89

Continued.
compound	ABCG2 inh	RGS4-Gao reg	ABCB1 block	Avidin bead fluor	Mcl1 Noxa PPI	Bim-Mcl-1	Mcl1 Bid PPI	GSH fluor	RGS7-Gao reg	Pf gamet viab	RGS8-Gao reg
CC(C)OC(=O)c1cccc(NC(=O)c2ccccc2)c1	19	100	1.8	5	9	-3	2	29	94	x	103
NC1=NC[C@@H](Cc2ccc(O)cc2)N1CCc1cc(C(F)(F)F)cc(C(F)(F)F)c1	x	98	x	10	6	x	12	x	u	10	101
Cc1c(N(C)C)nc2ccccc2c1N	1	100	0.1	7	5	4	27	55	104	17	101
COCCn1c(C)cc(C2=NNC(=Nc3ccc(Cl)cc3Cl)SC2)c1C	1	100	0.7	6	6	-2	-23	17	100	6	99
CCc1cc2c(=O)c(-c3cnn(-c4ccccc4)c3)coc2c(CN2CCOCC2)c1O	1	93	0.6	16	19	-1	-65	22	92	x	95
CC(Oc1ccc(F)cc1)C(=O)Nc1ccc2ccccc2c1 (stereo unspecified)	3	96	0.8	13	x	0	-18	29	101	9	102
CCCCn1nnnc1NCc1ccc(OC)c(OC)c1OC	3	97	0.5	23	7	-2	-3	13	98	x	98
COc1ccc(/C=N/n2nnnc2N)cc1OC	x	115	x	2	-7	x	0	x	u	-15	112
CSc1nnc(-c2cccn(Cc3ccccc3)c2=O)o1	4	97	1.0	11	3	0	-15	14	u	0	99
COc1cccc(N2C(=O)C(CC(=O)Nc3ccccc3)N(C3CCCCC3)C2=O)c1 (stereo unspecified)	3	103	0.8	23	3	2	-16	17	103	-26	104

2 of these compounds in another layout:
Order of values – ABCG2 inh	RGS4-Gao reg	ABCB1 block	Avidin bead fluor	Mcl1 Noxa PPI	Bim-Mcl-1	Mcl1 Bid PPI	GSH fluor	RGS7-Gao reg	Pf gamet viab	RGS8-Gao reg
- NC1=NC[C@@H](Cc2ccc(O)cc2)N1CCc1cc(C(F)(F)F)cc(C(F)(F)F)c1
  x	98	x	10	6	x	12	x	u	10	101
- Cc1c(N(C)C)nc2ccccc2c1N
  1	100	0.1	7	5	4	27	55	104	17	101

Additional records.
compound	ABCG2 inh	RGS4-Gao reg	ABCB1 block	Avidin bead fluor	Mcl1 Noxa PPI	Bim-Mcl-1	Mcl1 Bid PPI	GSH fluor	RGS7-Gao reg	Pf gamet viab	RGS8-Gao reg
CCCCC(=O)Nc1c(C)cc(C)cc1Cl	4	86	0.5	15	-2	-1	-2	15	91	x	97
Cc1ncc(CN2CCN(CCC(C)C)C(CCO)C2)s1 (stereo unspecified)	1	101	0.3	10	3	-2	-10	14	102	-17	102
Cc1c(N=C2NC(=O)C(CC(=O)Nc3ccc(Cl)cc3)S2)c(=O)n(-c2ccccc2)n1C (stereo unspecified)	0	108	0.0	6	-2	0	-4	43	103	4	106
COc1cccc(NC(=O)CN2C(=O)C3(OCCCO3)c3ccccc32)c1	2	99	0.6	24	4	-1	-23	8	98	x	101
CCCCC1CC(CSC(=N)N)OC1=O (stereo unspecified)	0	97	0.1	32	4	-1	-18	18	97	x	100
CCOC(=O)c1cc(-c2ccccc2)n(CCC(=O)N2CCN(c3ccccn3)CC2)c1C	13	99	3.6	6	16	-5	-28	13	101	x	100
O=C(Cn1c(=O)sc2ccccc21)Nc1ccc(O)cc1	2	108	0.0	44	34	-4	-21	15	126	-6	97
Brc1ccc2nc(CSc3ncn[nH]3)cn2c1	7	95	0.7	19	-22	0	-10	27	100	x	97
CCN(CC)CC(=O)Nc1sc(C)c(C)c1C(=O)c1ccc(C)cc1	9	97	2.5	11	-7	-3	-11	14	90	-9	101
COc1ccccc1CC(=O)NN1C(=O)c2ccccc2C1=O	9	93	0.6	1	6	-3	23	10	93	-4	78

Remaining list, next part
compound	ABCG2 inh	RGS4-Gao reg	ABCB1 block	Avidin bead fluor	Mcl1 Noxa PPI	Bim-Mcl-1	Mcl1 Bid PPI	GSH fluor	RGS7-Gao reg	Pf gamet viab	RGS8-Gao reg
CCn1c(SCc2ccccc2)nnc1-c1ccc(S(=O)(=O)N2CCCCC2)cc1	28	100	2.4	9	16	-2	-20	24	98	x	101
c1ccc(-c2ccc(C3CCCN3)cc2)cc1 (stereo unspecified)	x	98	x	6	6	x	-14	x	u	x	101
Cc1nc2ccc(NC(=O)NCCO)cc2s1	0	104	-0.1	38	-4	11	-10	10	104	x	104
COc1cc(/C=N/NC(=O)c2c(-c3ccccc3)noc2C)cc(OC)c1OC	8	92	0.9	5	21	-2	-3	12	93	-7	87
Cn1cccc1/C=C(/C#N)C(N)=S	-5	98	-1.0	11	4	0	-27	10	104	1	97
COc1ccc(NC(=O)CSC2=C(C#N)C(c3ccco3)C3=C(CCCC3=O)N2)c(OC)c1 (stereo unspecified)	4	108	1.3	15	18	-1	-36	8	112	x	102
Cc1ccc(CN2CCN(Cc3ccc4ncccc4c3)CC2CCO)cc1 (stereo unspecified)	0	97	0.8	11	10	1	-29	13	97	-9	100
CCC(CC)NC(=O)c1oc2ccccc2c1COc1ccccc1	64	101	1.0	10	-2	-6	10	10	100	x	102
CC(CCCC(C)(C)O)NC(=O)c1ccc(OC2CCN(C(=O)C3CC3)CC2)cc1 (stereo unspecified)	1	106	-0.7	1	15	-5	-12	13	107	-108	104
